Screening data deposited in PubChem BioAssay by Broad Institute.
TcdB inh – TcdB glycohydrolase inhibitors, primary screen, biochemical, single point, plate reader; TcdB glycohydrolase enzymatic assay; inhibition, % at 9.99 µM; actives 0.24% (n = 350,000); AID 652162, 2013; in the data active means inhibition above about 10%
Target sequence (P18177 whole entry, looked up): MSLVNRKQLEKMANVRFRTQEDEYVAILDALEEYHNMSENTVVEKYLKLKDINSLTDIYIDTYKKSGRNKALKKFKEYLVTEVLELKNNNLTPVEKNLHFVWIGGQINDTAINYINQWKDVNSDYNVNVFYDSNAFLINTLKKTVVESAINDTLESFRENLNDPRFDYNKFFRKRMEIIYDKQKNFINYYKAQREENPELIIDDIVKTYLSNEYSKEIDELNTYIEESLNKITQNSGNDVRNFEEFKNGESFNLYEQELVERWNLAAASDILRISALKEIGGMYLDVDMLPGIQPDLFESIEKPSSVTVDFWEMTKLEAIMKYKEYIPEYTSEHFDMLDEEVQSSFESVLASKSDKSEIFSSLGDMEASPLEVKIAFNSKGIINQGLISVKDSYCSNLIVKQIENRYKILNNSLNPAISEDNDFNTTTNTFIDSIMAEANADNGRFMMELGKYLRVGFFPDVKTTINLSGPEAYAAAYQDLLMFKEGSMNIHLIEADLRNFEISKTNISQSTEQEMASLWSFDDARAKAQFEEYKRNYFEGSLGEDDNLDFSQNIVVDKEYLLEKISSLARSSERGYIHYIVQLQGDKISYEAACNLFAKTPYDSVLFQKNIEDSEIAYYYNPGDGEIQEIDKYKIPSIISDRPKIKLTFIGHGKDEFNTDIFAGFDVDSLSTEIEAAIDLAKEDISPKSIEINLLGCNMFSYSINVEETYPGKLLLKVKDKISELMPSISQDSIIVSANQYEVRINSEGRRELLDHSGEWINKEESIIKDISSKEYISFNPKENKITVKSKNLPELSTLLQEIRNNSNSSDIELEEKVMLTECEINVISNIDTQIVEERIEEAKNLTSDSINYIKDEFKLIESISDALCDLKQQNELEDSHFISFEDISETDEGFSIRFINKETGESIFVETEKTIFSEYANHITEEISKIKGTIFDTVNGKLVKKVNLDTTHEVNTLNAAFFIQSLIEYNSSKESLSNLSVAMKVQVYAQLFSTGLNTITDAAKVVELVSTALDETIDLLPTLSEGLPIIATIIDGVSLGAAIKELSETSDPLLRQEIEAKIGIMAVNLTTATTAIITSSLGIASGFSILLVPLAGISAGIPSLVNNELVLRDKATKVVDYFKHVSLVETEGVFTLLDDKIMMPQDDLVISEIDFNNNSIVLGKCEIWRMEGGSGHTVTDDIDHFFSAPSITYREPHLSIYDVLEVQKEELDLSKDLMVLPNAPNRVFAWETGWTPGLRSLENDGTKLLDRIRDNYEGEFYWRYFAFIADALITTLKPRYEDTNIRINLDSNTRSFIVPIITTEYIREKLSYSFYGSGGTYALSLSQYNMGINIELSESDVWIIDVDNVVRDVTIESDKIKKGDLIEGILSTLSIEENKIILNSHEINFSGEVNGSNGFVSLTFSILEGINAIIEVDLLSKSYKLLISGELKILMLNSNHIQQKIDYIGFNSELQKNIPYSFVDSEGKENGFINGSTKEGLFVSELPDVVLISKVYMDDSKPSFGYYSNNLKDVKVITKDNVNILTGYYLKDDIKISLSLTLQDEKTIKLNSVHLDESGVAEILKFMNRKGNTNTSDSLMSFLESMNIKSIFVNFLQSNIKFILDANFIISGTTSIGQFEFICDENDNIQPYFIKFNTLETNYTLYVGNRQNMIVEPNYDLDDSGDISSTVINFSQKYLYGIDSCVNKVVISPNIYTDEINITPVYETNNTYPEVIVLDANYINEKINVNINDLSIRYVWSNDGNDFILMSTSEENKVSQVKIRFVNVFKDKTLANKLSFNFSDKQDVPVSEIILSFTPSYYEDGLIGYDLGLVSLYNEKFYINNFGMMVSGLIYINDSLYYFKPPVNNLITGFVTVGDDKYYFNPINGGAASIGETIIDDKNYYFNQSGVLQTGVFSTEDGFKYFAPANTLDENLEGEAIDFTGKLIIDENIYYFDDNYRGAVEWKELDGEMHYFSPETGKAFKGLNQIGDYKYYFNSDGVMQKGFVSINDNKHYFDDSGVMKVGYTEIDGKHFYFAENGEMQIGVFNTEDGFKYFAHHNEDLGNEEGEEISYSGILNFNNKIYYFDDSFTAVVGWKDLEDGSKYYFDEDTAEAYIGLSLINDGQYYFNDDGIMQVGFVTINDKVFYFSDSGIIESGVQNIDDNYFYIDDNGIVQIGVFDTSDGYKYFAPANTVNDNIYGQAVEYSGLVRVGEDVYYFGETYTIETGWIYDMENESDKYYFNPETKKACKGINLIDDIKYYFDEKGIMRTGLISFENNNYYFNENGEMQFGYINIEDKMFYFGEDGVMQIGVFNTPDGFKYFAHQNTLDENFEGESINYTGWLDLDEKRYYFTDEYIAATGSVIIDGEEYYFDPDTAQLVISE
* marks the source's active call; other numbers are inactive results. An excerpt. The share of hits here may be higher or lower than overall.

The first 2 entries, ahead of the listing:
SMILES	TcdB inh
C[C@H](CO)N1C[C@H](C)[C@H](CN(C)S(=O)(=O)c2cccc(F)c2)Oc2ncc(C#CC3(O)CCCC3)cc2C1=O	-9.9
N#Cc1ccc(S(=O)(=O)NCC2CCN(C(=O)C(=O)c3cc4ccccc4o3)CC2)cc1	1.5

All compounds of this part, from the start:
SMILES	TcdB inh
C[C@H](CO)N1C[C@H](C)[C@H](CN(C)S(=O)(=O)c2cccc(F)c2)Oc2ncc(C#CC3(O)CCCC3)cc2C1=O	-9.9
N#Cc1ccc(S(=O)(=O)NCC2CCN(C(=O)C(=O)c3cc4ccccc4o3)CC2)cc1	1.5
CC(=O)NC[C@@H]1[C@@H](c2ccc(C3=CCCC3)cc2)[C@@H](CO)N1C(=O)C1CC1	0.9
COc1ccc(S(=O)(=O)Nc2ccc3c(c2)CC(=O)N([C@@H](C)CO)C[C@@H](C)[C@@H](CN(C)C)O3)cc1	-1.4
C[C@@H]1CN([C@H](C)CO)C(=O)c2cc(NC(=O)c3ccccc3)ccc2O[C@@H](C)CCCCO[C@@H]1CN(C)S(=O)(=O)c1cn(C)cn1	-0.6
CCC(C(=O)NCc1ccccc1)n1c(Cc2cc(F)cc(F)c2)nc2ccccc21 (configuration not stated)	-0.9
CO[C@@H]1CN(C)C(=O)c2cc(NC(C)=O)ccc2OC[C@H](C)N(S(=O)(=O)c2cn(C)cn2)C[C@H]1C	-0.5
CN(C)CC#Cc1ccc([C@@H]2[C@H](CO)N3CCCCN(S(=O)(=O)c4ccccc4)C[C@@H]23)cc1	-0.8
COCC#Cc1ccc2c(c1)O[C@H](CN(C)Cc1ccccn1)[C@@H](C)CN([C@@H](C)CO)S2(=O)=O	1.0
COc1ccc2c3c(n(C)c2c1)[C@H](CO)N(C(=O)NC(C)C)CC31CCN(CC2CCCC2)CC1	0.8
CC(C)NC(=O)N(C)C[C@@H]1Oc2ccc(NC(=O)Nc3cccc4ccccc34)cc2CC(=O)N([C@H](C)CO)C[C@H]1C	0.2
C[C@@H]1CN([C@H](C)CO)C(=O)c2cc(NC(=O)Nc3ccc4c(c3)OCO4)ccc2O[C@H]1CN(C)Cc1ccc2c(c1)OCO2	0.1
CO[C@H]1CC[C@H]2CCOc3c(C#N)cccc3C(=O)N(C)[C@H](C)C(=O)N(C)C[C@@H]1O2	0.2
CN1CCN(C(=O)C[C@@H]2CC[C@H]3[C@@H](COC[C@@H](O)CN3C(=O)c3ccccc3F)O2)CC1	0.1
C[C@@H]1CN([C@@H](C)CO)C(=O)Cc2cc(NC(=O)Nc3cccc4ccccc34)ccc2O[C@H]1CN(C)C(=O)Nc1ccc(F)cc1	0.7
O=C(NC1CCCC1)N1CCCCN2[C@H](CO)[C@H](c3ccc(-c4cccnc4)cc3)[C@H]2C1	0.2
CC(C)CC#Cc1cnc2c(c1)C(=O)N([C@H](C)CO)C[C@H](C)[C@H](CN(C)Cc1cccc(F)c1)O2	0.8
O=C(Nc1ccc(F)cc1)N[C@H]1CC[C@@H](CCNS(=O)(=O)c2ccccc2F)O[C@H]1CO	0.9
CO[C@@H]1CN(C)C(=O)c2ccc(NC(C)=O)cc2OC[C@H](C)N(C(=O)c2ccc(F)cc2)C[C@@H]1C	0.4
O=C(NCc1ccncn1)[C@H]1[C@H](CO)[C@H]2Cn3c(cccc3=O)[C@@H]1N2CC1CC1	-1.3
CCS(=O)(=O)Nc1ccc2c(c1)C(=O)N(C)C[C@H](OC)[C@@H](C)CN(C(=O)COC)[C@@H](C)CO2	-1.9
C[C@@H]1CN([C@H](C)CO)S(=O)(=O)c2ccc(C3=CCCC3)cc2O[C@@H]1CN(C)C(=O)CN(C)C	-0.3
N#Cc1ccc(-c2ccc([C@H]3[C@@H](CO)N4CCCCN(C(=O)Cc5ccccc5)C[C@H]34)cc2)cc1	0.3
C[C@H](CO)N1C[C@H](C)[C@H](CN(C)Cc2cccc(C(=O)O)c2)OCc2cn(nn2)CCCC1=O	-0.2
CN1C(=O)[C@@](O)(c2cn(C)c3ccccc23)c2ccccc21	1.1
COC(=O)C(CC#Cc1ccc2c(c1)[C@]1(C(=O)N2)[C@H](c2ccccc2OCCO)N2[C@H](c3ccccc3)[C@H](c3ccccc3)OC(=O)[C@H]2[C@@H]1C(=O)NC[C@H](O)c1ccccc1)C(=O)OC	-0.9
C[C@H](CO)N1C[C@H](C)[C@@H](CN(C)C(=O)C2CCCCC2)Oc2cc(-c3ccc(F)cc3)ccc2S1(=O)=O	0.3
C[C@H]1CN([C@@H](C)CO)C(=O)c2cccc(NC(=O)c3cnccn3)c2O[C@@H]1CN(C)C(=O)NC1CCCCC1	-1.2
COc1ccc(S(=O)(=O)N(C)C[C@H]2Oc3ccc(NS(=O)(=O)c4ccc(C)cc4)cc3C(=O)N([C@@H](C)CO)C[C@@H]2C)cc1	-1.2
C[C@@H]1CCCCO[C@H](CN(C)Cc2ccc3c(c2)OCO3)[C@H](C)CN([C@H](C)CO)C(=O)c2cc(NC(=O)c3ccncc3)ccc2O1	-3.9
C/C=C/c1ccc([C@H]2[C@H]3CN(C(=O)c4cnccn4)CC(=O)N3[C@H]2CO)cc1	0.2
CO[C@@H](CN(C)Cc1ccc(-c2ccccn2)cc1)[C@@H](C)CN(C(=O)Nc1ccc(F)cc1)[C@H](C)CO	-0.5
O=C(N[C@H]1CC[C@H](CC(=O)N2CCc3ccccc3C2)O[C@@H]1CO)C1CCC1	-0.1
CC(C)NC(=O)Nc1ccc2c(c1)CC(=O)N([C@H](C)CO)C[C@H](C)[C@H](CN(C)Cc1ccc(Oc3ccccc3)cc1)O2	1.5
O=C(Cc1cccnc1)N[C@@H]1CC[C@H](CCn2cc(-c3ccccc3F)nn2)O[C@H]1CO	-0.5
C[C@H](CO)N1C[C@H](C)[C@H](CN(C)Cc2ccc(C(=O)O)cc2)Oc2ccc(NC(=O)Nc3ccc(C(F)(F)F)cc3)cc2C1=O	-0.2
COc1cc(CN2CC3(CCN(C(=O)Nc4c(C)noc4C)CC3)c3c([nH]c4cc(OC)ccc34)[C@H]2CO)cc(OC)c1	-0.4
C[C@@H](O)C#Cc1cnc2c(c1)C(=O)N([C@@H](C)CO)C[C@H](C)[C@@H](CN(C)C(=O)c1ccncc1)O2	-0.6
Cc1noc(C)c1S(=O)(=O)Nc1ccc2c(c1)C(=O)N([C@@H](C)CO)C[C@H](C)[C@@H](CN(C)CC1CCCCC1)OCCCC[C@H](C)O2	-1.7
COc1cccc(S(=O)(=O)N2C[C@H](O)COC[C@H]3O[C@@H](CC(=O)N4CCCCC4)CC[C@@H]32)c1	-0.5
O=C(Nc1cccc(Cl)c1)N[C@@H]1CC[C@H](CCNC(=O)C2CCC2)O[C@H]1CO	-1.0
COc1ccc(-c2cn(CC[C@H]3CC[C@H](N)[C@@H](CO)O3)nn2)cc1	1.3
O=S(=O)(Cc1ccccc1)N1CCCCN2[C@H](CO)[C@H](c3ccc(-c4ccncc4)cc3)[C@@H]2C1	-0.3
CCCN(C)C[C@H]1OCCCC[C@H](C)Oc2ccc(NS(=O)(=O)c3ccc(C)cc3)cc2C(=O)N([C@@H](C)CO)C[C@@H]1C	0.2
C[C@@H]1CCCCO[C@@H](CN(C)Cc2ccc(Cl)c(Cl)c2)[C@@H](C)CN([C@H](C)CO)C(=O)c2cc(NC(=O)c3ccncc3)ccc2O1	0.3
CN1[C@H](C(=O)NCC2CC2)[C@@H](CO)[C@@H]2Cn3c(ccc(-c4ccc(F)cc4)c3=O)[C@@H]21	-1.2
Cc1ccccc1-c1cnc2c(c1)C(=O)N([C@@H](C)CO)C[C@@H](C)[C@@H](CN(C)C(=O)CC1CC1)O2	0.3
C[C@H](CO)N1C[C@H](C)[C@@H](CN(C)Cc2ccc(C(F)(F)F)cc2)Oc2c(NC(=O)Nc3ccc(F)cc3)cccc2C1=O	-0.3
O=C(Nc1ccccc1)N1CCCCN2[C@H](CO)[C@@H](c3ccc(C#CC4CC4)cc3)[C@@H]2C1	0.8
C[C@H](CO)N1C[C@H](C)[C@H](CN(C)C(=O)Nc2ccc(F)cc2)Oc2c(NC(=O)Nc3ccccc3)cccc2C1=O	1.9
Cc1cc(C(=O)Nc2cccc3c2O[C@H](CN(C)Cc2ccc4c(c2)OCO4)[C@@H](C)CN([C@H](C)CO)C3=O)n(C)n1	-1.1
C[C@@H]1CN([C@H](C)CO)C(=O)c2cc(-c3cccc(C#N)c3)cnc2O[C@@H]1CN(C)C(=O)C1CCC1	0.8
CO[C@H]1CN(C)C(=O)c2cc(NC(=O)C3CC3)ccc2OC[C@H](C)N(Cc2cccc(F)c2)C[C@@H]1C	-0.2
O=C(Cc1ccncc1)NCC[C@@H]1CC[C@H](NC(=O)C2CCC2)[C@H](CO)O1	-2.3
O=C(Nc1ccc(F)cc1)C(c1cc2ccccc2o1)N1CCN(c2cccc(C(F)(F)F)n2)CC1 (configuration not stated)	1.3
COc1ccc(NC(=O)N(C)C[C@H]2Oc3c(NC(=O)C4CCOCC4)cccc3C(=O)N([C@@H](C)CO)C[C@@H]2C)cc1	-12
C[C@H]1CN([C@@H](C)CO)S(=O)(=O)c2ccc(C#CC3(O)CCCC3)cc2O[C@H]1CN(C)C	0.0
C[C@H]1CN([C@@H](C)CO)C(=O)c2cc(C3=CCCC3)cnc2O[C@@H]1CN(C)C(=O)Nc1cccc(F)c1	-0.5
CN(C)C(=O)C[C@@H]1CC[C@@H]2[C@H](COc3ccc(NC(=O)C4CCCC4)cc3C(=O)N2C)O1	-11
CC=Cc1ccc2n(c1=O)C[C@@H]1[C@@H](CO)[C@H](C(=O)NC3CCCC3)N(Cc3ccncc3)[C@H]21 (mixture of isomers)	-0.5

Given as labelled records: 3 of the compounds above.
CN1C(=O)[C@@](O)(c2cn(C)c3ccccc23)c2ccccc21
  TcdB inh: 1.1
Cc1ccccc1-c1cnc2c(c1)C(=O)N([C@@H](C)CO)C[C@@H](C)[C@@H](CN(C)C(=O)CC1CC1)O2
  TcdB inh: 0.3
O=C(Cc1ccncc1)NCC[C@@H]1CC[C@H](NC(=O)C2CCC2)[C@H](CO)O1
  TcdB inh: -2.3

2 entries picked at random from those above, as already listed:
SMILES	TcdB inh
CO[C@H]1CN(C)C(=O)c2cc(NC(=O)C3CC3)ccc2OC[C@H](C)N(Cc2cccc(F)c2)C[C@@H]1C	-0.2
C[C@@H]1CN([C@H](C)CO)C(=O)c2cc(-c3cccc(C#N)c3)cnc2O[C@@H]1CN(C)C(=O)C1CCC1	0.8

Next compounds:
SMILES	TcdB inh
C[C@@H]1CN([C@@H](C)CO)S(=O)(=O)c2ccc(C#Cc3ccccn3)cc2O[C@H]1CN(C)Cc1ccccc1	0.1
COc1ccc2c3c([nH]c2c1)[C@H](CO)N(C(=O)CN(C)C)CC31CN(CC2CC2)C1	-0.7
COc1ccc(NC(=O)Nc2ccc3c(c2)CC(=O)N([C@H](C)CO)C[C@@H](C)[C@@H](CN(C)S(=O)(=O)c2ccc(Cl)cc2)O3)cc1	-0.1
Cc1cccc(S(=O)(=O)N2CCCCN3[C@@H](CO)[C@@H](c4ccc(C#CC5CC5)cc4)[C@@H]3C2)c1	0.4
COc1cccc(S(=O)(=O)Nc2ccc3c(c2)[C@@H]2C[C@@H](CC(=O)N[C@@H](C)c4ccccc4)O[C@@H](CO)[C@@H]2O3)c1	0.3
Cc1noc(C)c1NC(=O)Nc1ccc2c(c1)C(=O)N([C@H](C)CO)C[C@H](C)[C@@H](CN(C)Cc1ccncc1)OCCCC[C@H](C)O2	-0.3
C[C@@H]1CN([C@@H](C)CO)C(=O)c2cc(NS(=O)(=O)c3ccccc3)ccc2O[C@@H]1CN(C)Cc1ccc(C(=O)Nc2ccccc2N)cc1	1.2
Cc1ccc(S(=O)(=O)N(C)C[C@@H]2OCCCC[C@H](C)Oc3ccc(NC(=O)Nc4ccc5c(c4)OCO5)cc3C(=O)N([C@H](C)CO)C[C@@H]2C)cc1	-1.5
COc1ccccc1NC(=O)N1C[C@@H]2[C@H](c3ccccc31)[C@H](CO)N2Cc1ccccc1F	-0.5
COc1ccc(S(=O)(=O)N(C)C[C@H]2OCCCC[C@H](C)Oc3ccc(NC(=O)Nc4c(C)noc4C)cc3C(=O)N([C@@H](C)CO)C[C@H]2C)cc1	0.4
COc1ccc2c3c(n(C)c2c1)[C@@H](CO)N(Cc1cccc(F)c1)CC31CN(C(=O)Cc2ccccc2)C1	-0.6
C[C@H]1CCCCO[C@@H](CN(C)C(=O)Nc2ccccc2)[C@@H](C)CN([C@@H](C)CO)C(=O)c2cc(NC(=O)Nc3cccc4ccccc34)ccc2O1	0.4
C[C@H]1CN([C@@H](C)CO)C(=O)c2cc(NC(=O)Nc3ccc(C(F)(F)F)cc3)ccc2O[C@@H]1CN(C)Cc1ccc(Oc2ccccc2)cc1	-0.6
C[C@H]1CN([C@@H](C)CO)C(=O)Cc2cc(NC(=O)Nc3ccc(C(F)(F)F)cc3)ccc2O[C@@H]1CN(C)S(=O)(=O)c1cccs1	0.6
CNC(=O)C[C@@H]1CC[C@@H]2[C@H](COc3ccc(NC(=O)c4ccc(OC)cc4)cc3C(=O)N2C)O1	0.9
COc1ccc2c3c([nH]c2c1)[C@H](CO)N(Cc1nccs1)CC31CN(Cc2nccs2)C1	0.9
COc1ccccc1-c1ccc([C@@H]2[C@H](CO)N(CC3CC3)C23CN(S(C)(=O)=O)C3)cc1	0.9
COc1ccc(Cn2cc(CN3[C@@H](c4ccccc4)COc4cc(Br)ccc4S3(=O)=O)nn2)cc1	-1.0
O=C(C[C@H]1CC[C@@H]2[C@H](COC[C@@H](O)CN2Cc2ccc(Cl)cc2)O1)Nc1nccs1	-1.7
C[C@@H]1CN([C@H](C)CO)C(=O)c2cc(C#CC3CCCCC3)cnc2O[C@H]1CN(C)C(=O)NC1CCCC1	-18
